Rv3671c inh – Rv3671c (M. tuberculosis) protease inhibition. P9WHR9. inhibition, % at 5.96 µM. hit rate 0.048% among 320,000. AID 2606; in the data active = inhibition above about 38%;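 also: extracellular domain of Rv3671c used as enzyme; 0% = enzyme with DMSO and 100% = no enzyme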
Target sequence (P9WHR9 whole entry, looked up, the tested form may be a part): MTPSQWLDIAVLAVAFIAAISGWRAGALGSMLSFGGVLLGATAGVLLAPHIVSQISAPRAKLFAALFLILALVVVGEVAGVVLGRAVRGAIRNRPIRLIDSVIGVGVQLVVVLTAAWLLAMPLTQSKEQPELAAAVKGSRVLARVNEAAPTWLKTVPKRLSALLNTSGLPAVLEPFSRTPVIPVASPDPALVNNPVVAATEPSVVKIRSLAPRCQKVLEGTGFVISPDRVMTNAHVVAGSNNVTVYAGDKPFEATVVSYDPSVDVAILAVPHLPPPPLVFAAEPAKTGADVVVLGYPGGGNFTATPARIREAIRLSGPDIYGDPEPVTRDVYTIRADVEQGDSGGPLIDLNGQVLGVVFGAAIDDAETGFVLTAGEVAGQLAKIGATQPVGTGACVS
MazF activator – increases E. coli MazEF RNase cleavage of RNA. P0AE70. FAM/BHQ RNA-DNA oligo cleavage fluorescence, 5 h. activation, % at 20 µM. hit rate 0.32% among 350,000. AID 504720; in the data active = activation above about 50%
Target sequence (P0AE70 whole entry, looked up): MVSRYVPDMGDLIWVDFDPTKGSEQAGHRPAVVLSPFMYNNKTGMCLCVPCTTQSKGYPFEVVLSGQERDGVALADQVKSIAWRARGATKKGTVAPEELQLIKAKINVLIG
CCHFV vOTU inh – CCHFV vOTU protease inhibition; Pep-AMC fluorescence; inhibition, % at 11.5 µM; hit rate 0.55% among 370,000; AID 651958; in the data active = inhibition above about 30%; also: 0% = vehicle wells with enzyme and 100% = no enzyme wells
SARS 3CLpro inh – SARS-CoV 3CLpro protease inhibition. recombinant SARS-CoV 3CLpro, quenched FRET peptide cleavage. P0C6X7. inhibition, % at 6 µM. hit rate 0.14% among 290,000; in the data active = inhibition above about 12%
PriA SSB inh – blocks PriA binding to SSB C-terminal tail. AlphaScreen SSBct-PriA binding, biotinylated peptide. inhibition, % at 33 µM. hit rate 0.6% among 430,000; in the data active = inhibition mostly above about 37%, no sharp cut-off; inactive = mostly below about 20%;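 also: plate controls were negative control peptide for no effect and reference peptide for full effect; strong numbers were not always called active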
TcdB inh – inhibitors of Clostridioides difficile toxin B glycohydrolase | P18177 | TcdB glycohydrolase enzymatic assay, plate reader | inhibition, % at 9.99 µM | hit rate 0.24% among 350,000 | AID 652162; in the data active = inhibition above about 10%
PrPC surface inh – inhibitors of human cell surface prion protein PrPC; inhibition, % at 13.8 µM; TR-FRET read-out; P04156; hit rate 0.43% among 370,000; in the data active = inhibition above about 24%; also: 0% = median of the test wells and 100% = reference compound wells
VHR inh abs – DUSP3 (human) phosphatase inhibition; hit rate 0.52% among 290,000; recombinant VHR phosphatase, pNPP absorbance; P51452; inhibition, % at 13.3 µM; in the data active = inhibition above about 50%; also: some compounds called inactive have numbers as strong as hits
Target sequence (P51452 whole entry, looked up): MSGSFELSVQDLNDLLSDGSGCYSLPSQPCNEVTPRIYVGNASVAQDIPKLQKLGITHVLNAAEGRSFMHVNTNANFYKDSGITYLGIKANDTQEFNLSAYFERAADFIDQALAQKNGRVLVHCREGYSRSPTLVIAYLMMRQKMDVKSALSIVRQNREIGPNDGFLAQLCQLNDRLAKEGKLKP
BH1578 lux ind – induces V. cholerae light production without autoinducers. V. cholerae BH1578 lux reporter, luminescence, 6 h. hit rate 0.16% among 350,000. activation, % at 18.7 µM; in the data active = activation mostly above about 9.7%, no sharp cut-off; also: not every result past the cut was called active; inactives centre near 0; reference of the scale not given here
Yp Topo-I inh – Y. pestis Topo-I inhibition via cleavage products; Y. pestis Topo-I cleavage product accumulation, plate reader; activity, % at 10 µM; hit rate 0.064% among 360,000; in the data active = activity above about 50%, passing the limit was not always enough; also: inactives centre near 2
Numbers without * were called inactive; i = inactive; x = not tested or not shown; & = joins results of further samples.

no.	mol	VHR inh abs	SARS 3CLpro inh	PrPC surface inh	MazF activator	TcdB inh
1	O=C(C1CCCN(S(=O)(=O)c2cccc3nsnc23)C1)N1CCc2ccccc2C1 (stereo unspecified)	7	-6	-3	-2	x
2	CCCOC(=O)Nc1c(C)cccc1C(C)C	12	2	-1	2	0.7
3	Nc1ccccc1-c1nc2ccncc2[nH]1	x	x	-12	6	12*
4	CC(C)n1cnc2cc(NCc3ccccc3O)ccc21	17	-3	-4	-1	-2.3
5	COc1ccccc1C#CC1=CC(=O)C[C@H](c2ccc(F)cc2)C1	x	x	11	-1	-12
6	COC(=O)c1ccc(NC(=O)CNCc2ccncc2)cc1	-7	1	-2	-3	x
7	O=C(Nc1ccc(Cl)cc1)N1CCOC12CCC1(CC2)OCCO1	13	2	13	5	1.4
8	Nc1nc(N)c(N=Nc2ccccc2)c(=O)[nH]1	x	x	-31	-1	1.4
9	COc1cccc(C(=O)Nc2cccc(NC(C)=O)c2)c1	10	-1	-2	31	x
10	O=C(NCC1CCCO1)[C@@H]1CSC2c3ccccc3C(=O)N21 (stereo partly specified)	15	-2	-2	2	x

no.	BH1578 lux ind	PriA SSB inh	Rv3671c inh	Yp Topo-I inh	CCHFV vOTU inh
1	-1.0	14	-8	9	19
2	-0.1	-16	-7	-4	0
3	-10	x	x	0	-238
4	-0.7	10	-3	-7	9
5	0.0	x	x	0	23
6	-0.1	7	-26	-9	32*
7	0.7	-3	-7	-2	-9
8	i	-11	x	-6	3
9	1.0	1	-8	-7	20
10	i	-8	-2	6	0

Other compounds follow:
no.	mol	VHR inh abs	SARS 3CLpro inh	PrPC surface inh	MazF activator	TcdB inh
11	CCNC(=O)NC(=O)C(C)OC(=O)c1cccnc1SC (stereo unspecified)	x	-3	-1	6	x
12	Cc1ccccc1NCC(=O)N=Nc1c(O)[nH]c2ccc([N+](=O)[O-])cc12	25	-1	-28	12	2.0
13	OC(CN1CCOCC1)c1ccc(F)cc1 (stereo unspecified)	17	-1	2	-3	1.3
14	Cc1ccc(NC(=O)COC(=O)c2ccc(=O)n(Cc3ccccc3)n2)cc1F	x	x	-2	3	-0.8
15	CCCc1cc(=O)[nH]c2nnc(SCC(=O)Nc3ccc4c(c3)OCCO4)n12	x	x	-8	-12	-2.1
16	Cn1nc(-c2ccc(Cl)cc2)cc1NC(=O)CC(C)(C)CC(=O)O	6	0	-4	-16	-0.9
17	Cc1ccc(-n2nc3c(=O)n(C(C)C(=O)NCCC4=CCCCC4)nc(C)c3c2C)cc1 (stereo unspecified)	-25	0	4	5	1.6
18	Cc1nn(CCc2nn[nH]n2)c2nc(-c3ccc(Br)cc3)cc(C(F)(F)F)c12	8	5	6	0	1.8
19	Cc1ccc(C)c(Sc2ccc(NC(=O)CCN3C(=O)NC4(CCCC4)C3=O)cc2)c1	x	x	-9	9	1.7
20	Cc1ccc(S(=O)(=O)N(C)C)cc1NC(=O)c1ccccc1Br	-14	-3	-9	9	0.1

no.	BH1578 lux ind	PriA SSB inh	Rv3671c inh	Yp Topo-I inh	CCHFV vOTU inh
11	i	-13	-5	16	6
12	-0.3	6	4	-7	-2
13	-0.2	7	0	-5	-11
14	i	-4	2	1	-5
15	-2.3	18	-9	-4	10
16	-0.7	-6	7	0	-7
17	i	-1	-2	17	23
18	i	-10	-6	24	-1
19	0.6	7	-30	12	18
20	0.1	-10	-3	0	-4

Taken from above:
In Rv3671c inh, CCNC(=O)NC(=O)C(C)OC(=O)c1cccnc1SC (stereo unspecified) shows -5
In Rv3671c inh, CCCc1cc(=O)[nH]c2nnc(SCC(=O)Nc3ccc4c(c3)OCCO4)n12 shows -9
In PrPC surface inh, OC(CN1CCOCC1)c1ccc(F)cc1 (stereo unspecified) shows 2
In SARS 3CLpro inh, Cc1ccc(-n2nc3c(=O)n(C(C)C(=O)NCCC4=CCCCC4)nc(C)c3c2C)cc1 (stereo unspecified) shows 0
In CCHFV vOTU inh, Cc1nn(CCc2nn[nH]n2)c2nc(-c3ccc(Br)cc3)cc(C(F)(F)F)c12 shows -1

Remaining list, next part.
no.	mol	VHR inh abs	SARS 3CLpro inh	PrPC surface inh	MazF activator	TcdB inh
21	CC(=O)c1ccc(-c2ccc(C(=O)N3CCCc4ccccc43)o2)cc1	13	1	2	-12	3.4
22	C/C(=N\NC(=O)c1nnn(-c2nonc2N)c1C)c1ccc(OCc2ccccc2)cc1	61	-5	-1	-48	0.3
23	COCCN(C(=O)COC(=O)c1cccnc1Cl)c1c(N)n(Cc2ccccc2)c(=O)[nH]c1=O	x	x	2	3	0.6
24	COc1ccc(CCNC(=O)Cc2cc(=O)[nH]c(=O)[nH]2)cc1OC	-21	-1	-4	-2	0.7
25	CC1CCC2(CC1)NC(=O)N(CC(=O)N(Cc1ccccc1)C(C)(C)C)C2=O (stereo unspecified)	x	x	2	-7	0.8
26	CCCN1CCN(C2CCCCC2NS(=O)(=O)c2ccc(Cl)cc2)CC1 (stereo unspecified)	21	4	x	2	x
27	Cn1c(=O)c2c(nc(CCc3ccccc3)n2C)n(C)c1=O	x	x	-2	6	2.4
28	Cc1ccc(CNC(=O)CSc2nc3ccccc3c(=O)n2CCCO)cc1	3	-1	-12	5	x
29	COc1ccc(NC(=O)Cn2c(=O)c(C)nc3ccccc32)cc1Cl	12	2	0	8	0.7
30	Cc1ccc2c(c1)C(=O)C(=O)N2CCCOc1ccccc1	44	3	-3	14	1.9

no.	BH1578 lux ind	PriA SSB inh	Rv3671c inh	Yp Topo-I inh	CCHFV vOTU inh
21	0.5	8	-7	42	0
22	i	x	2	3	15
23	i	-17	11	0	-7
24	-0.6	-6	6	-1	5
25	-0.7	-1	-7	-2	-6
26	-2.9	-7	11	4	x
27	i	-15	x	12	1
28	-1.7	-16	-2	9	5
29	i	-6	5	-1	-1
30	i	14	-1	6	5

Screen by screen, quoted from above:
SARS 3CLpro inh, entries 21 to 30, in order: 1, -5, x, -1, x, 4, x, -1, 2, 3
Rv3671c inh, entries 21 to 30, in order: -7, 2, 11, 6, -7, 11, x, -2, 5, -1
TcdB inh, entries 21 to 30, in order: 3.4, 0.3, 0.6, 0.7, 0.8, x, 2.4, x, 0.7, 1.9

Following part:
no.	mol	VHR inh abs	SARS 3CLpro inh	PrPC surface inh	MazF activator	TcdB inh
31	COc1cccc(NC(=O)Nc2nnc(-c3ccccc3SCc3ccccc3)s2)c1	39	-2	3	-5	x
32	CCCNS(=O)(=O)c1ccc(OCC(=O)N2CCN(Cc3ccccc3)CC2)cc1	0	-7	12	-3	x
33	O=C(c1nc2nc(-c3ccccc3)cc(C(F)(F)F)n2n1)N1CCOCC1	-13	5	-18	7	x
34	COc1cc2[nH]cc(C(=O)NCc3cccs3)c(=O)c2cc1OC	x	-3	9	-9	x
35	c1ccc2c(c1)oc1c(-c3ccc4nccn4c3)cccc12	x	x	8	x	-1.1
36	CN(C[C@H](Cc1ccccc1)N(CCN(CCc1ccccc1)N=O)N=O)N=O	21	-3	-3	0	1.5
37	COc1cc(/C=C/C(=O)O)cc(S(=O)(=O)NCc2ccc3c(c2)OCO3)c1OC	0	0	0	15	1.7
38	O=C(COc1ccc2ccccc2c1)NNC(=O)[C@@H]1CCCC[C@@H]1C(=O)O	34	4	4	4	x
39	CCSc1nnc(NC(=O)C2CCN(S(=O)(=O)c3cc(C(F)(F)F)ccc3Cl)CC2)s1	-2	3	8	4	-1.2
40	Cc1ccc(/C=C/C(=O)NCc2cccs2)cc1	10	3	7	4	x

no.	BH1578 lux ind	PriA SSB inh	Rv3671c inh	Yp Topo-I inh	CCHFV vOTU inh
31	-0.3	-13	0	4	6
32	-0.4	-6	-9	2	-11
33	-0.6	0	4	4	-3
34	-0.9	-5	-13	2	4
35	-0.5	x	x	42	-5
36	-3.0	-8	1	25	2
37	0.9	-6	-6	10	-4
38	i	2	-4	4	3
39	-0.2	-8	-4	17	-8
40	-0.3	-14	1	10	24

(further entries)
no.	mol	VHR inh abs	SARS 3CLpro inh	PrPC surface inh	MazF activator	TcdB inh
41	Cc1nc(SCCc2nc3ccccc3[nH]2)c2oc3ccccc3c2n1	x	x	3	8	-0.2
42	C[C@@H](NC(=O)C(=O)c1c[nH]c2ccccc12)c1ccccc1	x	x	-1	6	-0.7
43	CCN(CC)c1ccc(C(=O)N/N=C(\C)c2ccc(O)cc2)cc1	5	1	-1	2	1.5
44	Cc1ccc(-n2nc(C)c3c2C(Br)C(C)(C)CC3=O)nc1 (stereo unspecified)	x	x	4	3	1.2
45	Cc1cnc(NC(=O)c2cc(-c3ccccc3)nn2-c2ccccc2)s1	x	x	-3	-16	1.0
46	Cn1cc(S(=O)(=O)NCc2ccc(F)cc2)c(=O)n(C)c1=O	20	-6	0	-17	-1.4
47	O=C(NCCc1ccccn1)c1ccc(OC2CCN(Cc3ccccn3)CC2)cc1	20	0	-1	8	0.1
48	Cc1c(OC(C)C(=O)NCCN2CCOCC2)ccc2c3c(c(=O)oc12)CCC3 (stereo unspecified)	20	0	-5	8	-0.1
49	COc1cc(NS(=O)(=O)c2ccc(Nc3nc(-c4ccccc4)cs3)cc2)nc(OC)n1	-10	4	4	-2	x
50	C=CCNC(=O)CCc1nnc(C2(c3ccc(Cl)cc3)CCC2)o1	18	-1	0	5	1.5

no.	BH1578 lux ind	PriA SSB inh	Rv3671c inh	Yp Topo-I inh	CCHFV vOTU inh
41	-0.7	1	0	-11	8
42	-0.3	-1	2	-8	-3
43	-0.4	x	6	8	11
44	-2.2	-14	x	-1	-2
45	-0.5	6	x	6	-5
46	i	2&-6	5	-4	0
47	i	-16	1	10	25
48	-5.9	-9	-7	-6	-5
49	-0.3	23	-11	-3	36*
50	-0.2	-9	14	-3	-2

Remaining list, next part:
no.	mol	VHR inh abs	SARS 3CLpro inh	PrPC surface inh	MazF activator	TcdB inh
51	CCOC(=O)c1ccc2c(c1)n(CC)c(/C=C/Nc1ccccc1)[n+]2CC	1	-8	-3	17	x
52	C=CCNc1nc(NCCN2CCOCC2)nc(OC)n1	13	0	5	0	x
53	CCOc1ccc(NC(=O)CN2CCN(c3ccccc3C)CC2)cc1S(=O)(=O)N1CCCC1	x	x	10	-7	0.1
54	COc1ccc2nc3oc(C(=O)N4CCN(c5cccc(C(F)(F)F)c5)CC4)cc3cc2c1	5	1	-2	-8	x
55	CCc1ccc(OCC(=O)N/N=C/c2ccc(OS(=O)(=O)c3ccc(C)cc3)c(OC)c2)cc1	13	3	5	6	0.8
56	CC(C)(C)NC(=O)COc1ccc(CNCCc2ccccc2)cc1	22	1	-2	2	1.4
57	CSc1nsc(SCC(=O)Nc2ccc(O)c(C(=O)O)c2)n1	7	4	7	-6	-0.8
58	CC(=O)Nc1ccc(S(=O)(=O)Nc2ccccc2C(=O)NCc2cccnc2)cc1	29	-1	6	2	0.2
59	COc1cccc(CNC(=O)C2CCN(S(=O)(=O)c3c(C)nn(C)c3C)CC2)c1	21	-1	2	5	0.4
60	CC1CCN(C(=O)COc2ncnc3ccccc23)CC1	0	-2	-3	-5	1.1
61	CCOC(=O)c1[nH]c(C)c(C(=O)OCC(=O)NCc2ccc(Cl)cc2)c1C	x	x	-8	-65	1.6
62	O=c1[nH]c(N2CCOCC2)nc2ncn(Cc3ccccc3)c12	8	3	3	10	x
63	CCCCn1c(-c2sccc2C)n[nH]c1=S	11	-1	2	4	1.9

no.	BH1578 lux ind	PriA SSB inh	Rv3671c inh	Yp Topo-I inh	CCHFV vOTU inh
51	-0.5	11	10	11	-7
52	i	-14	12	4	15
53	1.9	2	-4	19	10
54	x	-6	1	-1	4
55	i	x	-104	2	-3
56	i	-12	-3	1	9
57	i	-18	2	1	-13
58	0.0	-8	-5	2	13
59	-0.3	-13	7	4	-1
60	-1.4	-12	-9	9	-2
61	-0.7	-19	-4	-3	20
62	x	-7	-4	4	1
63	i	-3	4	6	-2

Screens deposited in PubChem by several laboratories.

An excerpt, so the mix of outcomes need not match the whole.
